# AmpC inh no detg: qHTS Inhibitors of AmpC Beta-Lactamase (assay without detergent); P00811; AmpC nitrocefin hydrolysis, absorbance 480 nm, 0.0001% Triton; Potency, µM (highest dose often 57.1 µM), inactives show top-dose activity change, negative = inhibition, actives largely listed as inhibitors; 0.52% of 330,000 active; AID 485341, 2010;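 note: potency is the fitted concentration of half-maximal effect; plate controls were no compound for no effect and no enzyme for full effect; nearly all actives have a fitted effect of over 20% in size; some results filed as inactive show a strong effect at the top dose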
# Target sequence (P00811 whole entry, looked up): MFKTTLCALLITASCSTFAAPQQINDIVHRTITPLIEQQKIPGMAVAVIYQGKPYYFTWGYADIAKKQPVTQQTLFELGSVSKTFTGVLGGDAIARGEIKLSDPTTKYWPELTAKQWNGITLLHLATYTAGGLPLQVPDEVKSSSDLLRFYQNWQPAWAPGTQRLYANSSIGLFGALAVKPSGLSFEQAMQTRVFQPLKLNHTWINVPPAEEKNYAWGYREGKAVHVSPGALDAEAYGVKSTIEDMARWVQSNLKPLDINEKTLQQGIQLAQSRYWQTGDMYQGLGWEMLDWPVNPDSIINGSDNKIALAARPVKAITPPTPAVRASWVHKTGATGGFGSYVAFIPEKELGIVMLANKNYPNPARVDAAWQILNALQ
#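 AmpC (5.3 nM in the dispensed reagent) in 20 mM phosphate pH 7.0 with 0.01% (detergent screen) or 0.0001% Triton X-100 was preincubated with compounds for 15 min at room temperature. Nitrocefin was then added from an 800 uM solution, and hydrolysis was followed at 480 nm.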
# HCV inh: qHTS Assay for Inhibitors of Hepatitis C Virus (HCV); Huh7.5.1 HCVcc-Cre infection, luciferase reporter, 44 h; Potency, µM (titrated, usually from 41.8 µM), without a hit: at the highest dose activity change, negative = inhibition, actives largely listed as inhibitors; 3.4% of 340,000 active; AID 651820, 2012; note: potency is the fitted concentration of half-maximal effect
#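 Compounds are dispensed onto cells plated 4 h earlier at 1,000 per well, with HCVcc-Cre virus (about 0.5 moi) added next. Following 44 h of culture, luminescent signal is measured for 15 sec after 15 min with substrate at room temperature.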
# HCMV inh: qHTS Assay for inhibitors of the human cytomegalovirus (HCMV); 4.5% of 410,000 active; AID 1259415, 2018; activity change, negative = inhibition, % at 57.5 µM; HFF cells, HCMV-luciferase reporter, 72 h; hits give low values; in the data active = activity change below about -60%; inconclusive = no clear call, values can overlap the other calls; inactive = above about -39%
#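 Steps: HFFs plated, 16 h 37C; compounds added; HCMV-luciferase added to MOI 1 PFU/cell; 72 h 37C; OneGlo reagent, 5 min room temperature; luminescence read, normalized to controls.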
# AMA1 RON2 block: qHTS for Inhibitors of AMA1-RON; Towards Development of Antimalarial Drug Lead: Primary Screen; 0.2% of 360,000 active; Plasmodium falciparum AMA1 (3D7) - RON2 peptide interaction; Potency, µM (titrated, usually from 58.2 µM), for the others: top-dose activity change, negative = inhibition, most hits filed as inhibitors; AID 720542, 2013; AlphaScreen AMA1-biotinylated RON2 peptide binding;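 note: potency is the fitted concentration of half-maximal effect; 0% = vehicle wells and -100% = peptide control; nearly all actives have a fitted effect of over 45% in size; some results filed as inactive show a strong effect at the top dose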
#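 AMA1 (3D7) with his tag at 25 nM final met compounds first, then biotinylated RON2 peptide at 25 nM; detection used donor plus acceptor beads, 10 µg/mL apiece, read by AlphaScreen after 30 min at room temperature.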
# AmpC detergent: qHTS Inhibitors of AmpC Beta-Lactamase (assay with detergent) | P00811 | AmpC hydrolysis of nitrocefin, absorbance 480 nm, 0.01% Triton | Potency, µM (doses to about 114 µM), for inactives: at the top dose activity change, negative = inhibition, hits mostly inhibitors | 0.041% of 370,000 active | AID 485294, 2010;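 note: potency is the fitted concentration of half-maximal effect; 0% = no-compound wells and -100% = no-enzyme wells; nearly all actives have a fitted effect of over 25% in size; some results filed as inactive show a strong effect at the top dose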
#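 20 mM phosphate pH 7.0 + 0.01% (detergent screen) or 0.0001% Triton X-100; 5.3 nM AmpC reagent; cpd preinc 15 min RT; nitrocefin (800 uM stock) to start; A480 q20 s × 4 min; Activity was normalised to no-enzyme and no-compound control wells.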
# Tb PYK inh: qHTS of Trypanosoma Brucei Inhibitors; TbPYK enzyme, Kinase-Glo Plus ATP luminescence, 45 min; Potency, µM (series often up to 76.8 µM), for inactives: at the highest dose activity, negative = inhibition, most hits filed as inhibitors; pyruvate kinase (Trypanosoma brucei), Q57TT1; 0.12% of 410,000 active; note: potency is the fitted concentration of half-maximal effect; nearly all actives have a fitted effect of over 50% in size
#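 Assay buffer: 50 mM TEA pH 7.2, 100 mM KCl, 10 mM MgCl2, 0.05% BSA, 0.01% Tween-20. Pyruvate kinase from T. brucei plus substrate met compound, then ADP (130 uM final). Luminescence was read post 45 min RT.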
# LmPK inh: qHTS Assay for Inhibitors of Leishmania Mexicana Pyruvate Kinase (LmPK). 0.37% of 290,000 active. Potency, µM (highest dose often 57.5 µM), for inactives: top-dose activity change, negative = inhibition, usual class: inhibitors. purified LmPK, Kinase-Glo ATP luminescence, 1 h; note: potency is the fitted concentration of half-maximal effect
# Target sequence (Q27686 whole entry, looked up): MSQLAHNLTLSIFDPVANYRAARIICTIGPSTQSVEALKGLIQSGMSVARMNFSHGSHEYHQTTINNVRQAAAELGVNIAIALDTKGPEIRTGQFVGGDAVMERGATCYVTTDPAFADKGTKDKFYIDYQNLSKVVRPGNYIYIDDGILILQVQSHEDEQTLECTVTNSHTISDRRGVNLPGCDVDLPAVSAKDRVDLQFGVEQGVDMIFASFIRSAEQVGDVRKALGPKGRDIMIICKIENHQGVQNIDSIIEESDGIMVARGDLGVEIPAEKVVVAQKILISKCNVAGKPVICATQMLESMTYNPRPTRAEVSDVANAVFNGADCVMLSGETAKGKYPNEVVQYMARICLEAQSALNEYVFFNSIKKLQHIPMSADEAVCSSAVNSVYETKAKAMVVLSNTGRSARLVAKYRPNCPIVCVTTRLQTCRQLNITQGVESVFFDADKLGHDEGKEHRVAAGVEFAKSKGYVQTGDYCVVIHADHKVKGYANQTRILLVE
#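 Purified LmPK (0.1 nM) converted ADP (0.1 mM) to ATP with PEP (0.5 mM) in imidazole buffer pH 7.2 with KCl and MgCl2, 1 h at room temperature. ATP was read by Kinase-Glo luminescence; data normalized to uninhibited and no-enzyme controls.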
# Starred values were filed as active, the others as inactive; ? = inconclusive; . = no result given; & = joins results of further samples; [ ] = dose if it differs, or a comment. Unless noted, calls come from the whole dose curve; as a rule, active = well fitted curve in the direction sought with a large enough effect; inconclusive = small, poorly fitted or top-dose-only effect, or another doubt; inactive = no such curve, though single readings can be large; an effect the other way counts as inactive or inconclusive. Unless noted, % is set by controls: 0 for no effect and ±100 for the full control effect.
# Preview (five entries):
SMILES,AmpC inh no detg,HCV inh,HCMV inh,AMA1 RON2 block,AmpC detergent,Tb PYK inh,LmPK inh
CC(=O)c1ccc(NC(=O)C(C)OC(=O)c2ccc(NS(=O)(=O)c3ccc(F)c(F)c3)cc2)cc1 (stereo not drawn),-40%,13µM*,-37,-3%[11.6 µM],0%,3%,6%
O=C(NCc1ccc(F)cc1)C1CC(=O)N(C2CCCCCCC2)C1 (stereo not drawn),88%[activator],-4%,-22,-11%,-2%,6%,4%
CC(Oc1ccccc1)C(=O)OCC(=O)Nc1sccc1C(N)=O (stereo not drawn),-22%,16%,0,-3%[11.6 µM],?,-1%,.
Cc1csc(NC(=O)C2CCCC2)n1,-26%,31%[activator],75,-2%,-5%,1%,-10%
CC12CCC(C(=O)Nc3cc(Cl)ccc3Cl)(C/C1=N\O)C2(C)C (stereo not drawn),-2%,-14%,1,0%,?,-1%,2%

# Main list (from the top)
SMILES,AmpC inh no detg,HCV inh,HCMV inh,AMA1 RON2 block,AmpC detergent,Tb PYK inh,LmPK inh
CC(=O)c1ccc(NC(=O)C(C)OC(=O)c2ccc(NS(=O)(=O)c3ccc(F)c(F)c3)cc2)cc1 (stereo not drawn),-40%,13µM*,-37,-3%[11.6 µM],0%,3%,6%
O=C(NCc1ccc(F)cc1)C1CC(=O)N(C2CCCCCCC2)C1 (stereo not drawn),88%[activator],-4%,-22,-11%,-2%,6%,4%
CC(Oc1ccccc1)C(=O)OCC(=O)Nc1sccc1C(N)=O (stereo not drawn),-22%,16%,0,-3%[11.6 µM],?,-1%,.
Cc1csc(NC(=O)C2CCCC2)n1,-26%,31%[activator],75,-2%,-5%,1%,-10%
CC12CCC(C(=O)Nc3cc(Cl)ccc3Cl)(C/C1=N\O)C2(C)C (stereo not drawn),-2%,-14%,1,0%,?,-1%,2%
CC12CCC(=O)C=C1C(O)CC1C2CCC2(C)C1CCC2(O)C(=O)CO (stereo not drawn),.,4%,-38,7%,.,4%,.
Brc1ccc2c(c1)-c1ccccc1C1=NCCN12,.,.,-69*,-1%,.,-2%,.
O=C(Cc1coc2ccc3ccccc3c12)NCc1cccs1,-21%,?,-5,-11%[2.32 µM],1%,-6%,3%
Nc1nc2c(Br)ccc(Br)c2cc1C(=O)NCCc1ccccc1,.,.,1,12%,.,-3%,.
O=C(O)/C=C/c1ccccc1Oc1ccc(Cl)cc1Cl,-48%,26%,-18,38%[activator],-10%,-3%,-7%
C=CCN(c1ccc(C(=O)Nc2cccc(C)c2)cc1)S(C)(=O)=O,-5%,-15%,-11,-2%,-5%,0%,1%
Nc1ccccc1Nc1cc(-c2ccccc2)[nH]n1,1.1µM*,?,96,-10%,1%,-23%,-8%
Cc1ccc2nc(Nc3nc(CSc4nc5ccccc5s4)cc(=O)[nH]3)nc(C)c2c1,-1%,?,10,0%,-8%,5%,2%
Fc1ccc(/C=C2\CCCC3=C2NC(=S)NC3c2ccc(F)cc2)cc1 (stereo not drawn),14µM*,7%,.,.,-14%,.,2%
COc1ccc(NC(C)=O)cc1NC(=O)c1cccn(Cc2ccccc2)c1=O,.,.,1,.,2%,-13%,.
CCCCNCc1cc(Br)c(OCC(=O)N2CCOCC2)c(OC)c1,-15%,27%,35,3%,-1%,-28%,1%
CCN1CCN(Cc2c(O)ccc3c(C)cc(=O)oc23)CC1,-4%,12%,-39,3%,2%,2%,-1%
N=c1n(CCO)c2ccccc2n1Cc1ccc(Cl)cc1,-7%,-19%,-18,2%,0%,3%,13%
CC(OC(=O)CN1C(=O)c2ccccc2C1=O)C(=O)NC1CCCCC1C (stereo not drawn),-9%,4%,11,-10%,-17%,5%,.
COC(=O)c1ccc2c(c1)NC(=O)CS2,-16%,-2%,11,-24%,?,-8%,-11%
Cc1cc(C)c(NC(=O)C(=O)NCC(c2cccnc2)N2CCN(Cc3ccccc3)CC2)c(C)c1 (stereo not drawn),.,.,-9,.,29%,-5%,.
CCn1c(SCC(=O)c2c(N)n(C)c(=O)n(C)c2=O)nnc1-c1ccccc1,-11%,12%,.,.,-14%,.,-6%
CCCCc1nc2ccccc2c(=O)n1NC(=O)c1c(O)c2ccccc2n(C)c1=O,-11%,-21%,?,34%[activator],-2%,2%,-5%
O=C(NCC(c1cccnc1)N1CCN(c2ccccc2F)CC1)c1ccccc1 (stereo not drawn),-1%,5%,-38,-3%,?,-1%,1%
COc1cccc(CNC(=O)COc2cc3c(c4oc(=O)cc(C)c24)CCC(C)(C)O3)c1,38%,1.4µM*,?,-15%,?,7%,0%
O=C1CN(c2ccccc2)C(=S)N1C(=O)c1ccccc1,-13%,-16%,111,52%[activator],-8%,0%,-4%
CN1CCC2(CC1)N=C(c1ccc(F)cc1)C(=S)N2C(=O)c1ccc(C(C)(C)C)cc1,-17%,-7%,-2,-18%[11.6 µM],-5%,?,4%
C[C@H](O)CNC(=O)c1[nH]cnc1C(=O)N[C@@H](C)c1ccccc1,.,.,3,7%,.,-9%,.
COc1cccc(C(=O)Nc2nnc(S(=O)(=O)N3CCCC3)s2)c1,-27%,8%,0&4,2%,3%&21%,-5%&-4%,-11%
O=C(CCS(=O)(=O)c1ccc(Br)cc1)N1CCCCCC1,7%,4%,-2,11%,-7%,27%,1%
CC1CCCN(C(=O)c2cc3ccc4cccnc4c3[nH]2)C1 (stereo not drawn),.,.,-81*,.,25%,?,.
Cc1ccc(-c2nnc(NCCCO)c3ccccc23)cc1,-25%,?,29,3%,-1%,-8%,3%
CCOC(=O)c1cnc2c(C(F)(F)F)cccc2c1N1CCN(C)CC1,19%,-12%,54,4%,-9%,-3%,2%
Cc1ccccc1NC(=O)CC1SC(=Nc2ccc(O)cc2)NC1=O (stereo not drawn),-9%,0%,-27,3%,9%,4%,2%
Cc1cc(C(C)(C)C)cc(S(=O)(=O)Nc2ccc(O)c(C(=O)O)c2)c1C,-45%,-4%,12,-2%,4%,0%,-3%
CC(C)Cn1c(SCC(=O)NC2CCCc3ccccc32)nc(O)cc1=O (stereo not drawn),-31%,7%,-15,0%,?,-11%,3%
CCS(=O)(=O)c1ncc(Cl)c(C(=O)N(Cc2ccccc2)Cc2ccco2)n1,.,.,-99*,.,-2%,1%,.
CCOc1ccc(-n2c(SCC(N)=O)nc3c(oc4ccccc43)c2=O)cc1,.,.,-27,.,19%,-4%,.
CN1CC[C@]2(CCN3CCc4c(oc5ccccc45)[C@@H]3C2)N(C)C1=O,8%,?,?,-2%,-20%,5%,.
N#C/C(=C/C1=C(N2CCOCC2)C(=C/c2cccc([N+](=O)[O-])c2)/CC1)C(=O)Nc1ccccc1F,.,?,16,-13%,.,-14%,.
Cc1c(C(=O)NCc2ccccc2)sc(=O)n1Cc1ccccc1F,.,.,9,-2%,.,-4%,.
CCN(CC)S(=O)(=O)c1ccc(Cl)c(NC(=S)NC(=O)C2CCCC2)c1,-26%,4µM*,?,60%[activator],-1%,6%,.
COc1ccc(NC(=O)N2CCCC(C(=O)NC(C)C)C2)cc1 (stereo not drawn),-13%,14%,-11,-3%,0%,1%,1%
O=C(NNC(=O)c1ccccc1[N+](=O)[O-])Nc1ccc(Cl)cc1,58%,6%,46,102%[activator],-7%,0%,0%
COc1ccccc1N(CC(=O)Nc1cc(C)on1)S(=O)(=O)c1ccc(Cl)cc1,-33%,-13%,-69*,-9%,-11%,-2%,2%
COCCN(C(=O)COC(=O)COc1ccc2c(c1)CCC2)c1c(N)n(Cc2ccccc2)c(=O)[nH]c1=O,22%,10%,-23,18%,-14%,-10%,.
CCc1ccc(/C=C2\SC(=S)N(CCCC(=O)NC3=NCCS3)C2=O)cc1,.,.,-74*,0%,.,-5%,.
CCC1CCCCN1C(=O)COC(=O)CSc1ccc(C(N)=O)cc1[N+](=O)[O-] (stereo not drawn),-3%,-4%,-3,13%,0%,-7%,.
COc1ccc(-c2noc(-c3ccc(NCc4ccc(C)cc4)c([N+](=O)[O-])c3)n2)cc1OC,.,.,-4,.,-3%,-4%,.
CC1Cc2ccccc2N1S(=O)(=O)c1cccc(C(=O)OCC(=O)NCc2ccco2)c1 (stereo not drawn),-44%,14%,-37,-7%,-2%,4%,5%
Cn1ccc2c(OCC(=O)Nc3ccc(OC(F)(F)F)cc3)cccc2c1=O,.,.,21,.,-1%,-5%,.
COC(=O)c1ccc(NC(=O)COC(=O)c2nc3nccc(C)n3n2)cc1,-24%,19%,-28,11%,3%,0%,8%[11.5 µM]
COc1ccc(C/C(N)=N/O)cc1,-8%,17%,10,-9%,-6%,-9%,-1%
COc1ccc(N(CC(=O)NCc2ccc3c(c2)OCO3)C(=O)CCC(=O)Nc2ccccn2)cc1,-15%,-10%,11,-3%,-3%,4%,6%
Cn1cc(C(CO)Cc2ccccc2)c2ccccc21 (stereo not drawn),-15%,15%,-3,-19%,10%,2%,.
Cc1ccccc1CN1C2=NCCN2c2ccccc21,-25%,-6%,-9,0%,?,-24%,-2%
OCCNc1nc(-c2cccnc2)nc2ccccc12,-14%,-26%,5,2%,-2%,-5%,2%
CC(C)C[C@H](NC(=O)[C@H]1N2C(=O)c3ccccc3C2SC1(C)C)C(=O)N[C@@H](Cc1ccccc1)C(=O)O (stereo partly drawn),-6%,6%,37,8%,?,-12%,2%
CC(OC(=O)Cn1[nH]c(=O)c2ccccc2c1=O)C(=O)c1ccccc1 (stereo not drawn),-4%,2%,29,0%,1%,4%,-2%
Cc1cc(F)ccc1S(=O)(=O)Nc1ccccc1C(=O)Nc1ncn[nH]1,-29%,12%,-21,7%,-19%,1%,2%
# (next part)
SMILES,AmpC inh no detg,HCV inh,HCMV inh,AMA1 RON2 block,AmpC detergent,Tb PYK inh,LmPK inh
CC(Cc1ccccn1)NC(=O)CCc1nnc(C2CCCCC2)o1 (stereo not drawn),4%,2%,7,1%,3%,2%,0%
O=c1cc(-c2ccccc2)cc(-c2ccccc2)n1CCCO,62%[activator],?,-22,39%[activator],?,2%,.
CCN(CC)S(=O)(=O)c1cccc(-c2nnc(SCC(=O)NC3CCCCCC3)n2N)c1,38%,-18%,-10,2%,7%,7%,19%
CCCSc1ncc(Cl)c(C(=O)N2CCN(c3cccc(Cl)c3)CC2)n1,.,.,80,.,-2%,0%,.
